MEX-5 binding = MEX-5 zinc finger RNA-binding disruptors – biochemical, C. elegans, fluorescence polarization, MLPCN library, primary screen | Zinc finger protein mex-5 (Caenorhabditis elegans), Q9XUB2 | MEX-5/FITC-TCR2 RNA binding; stronger effect = lower value | activity score (negative = inhibition of binding), % at 10 µM | 300,000 tested, 0.38% active | AID 1832, 2009;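 active = inhibition past about -25% in most replicates, and total fluorescence under double the plate's negative control median, limit read from the data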;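 note: 0% = DMSO and -100% = 5 µM competing unlabeled TCR2 RNA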
Target sequence (Q9XUB2 whole entry, looked up): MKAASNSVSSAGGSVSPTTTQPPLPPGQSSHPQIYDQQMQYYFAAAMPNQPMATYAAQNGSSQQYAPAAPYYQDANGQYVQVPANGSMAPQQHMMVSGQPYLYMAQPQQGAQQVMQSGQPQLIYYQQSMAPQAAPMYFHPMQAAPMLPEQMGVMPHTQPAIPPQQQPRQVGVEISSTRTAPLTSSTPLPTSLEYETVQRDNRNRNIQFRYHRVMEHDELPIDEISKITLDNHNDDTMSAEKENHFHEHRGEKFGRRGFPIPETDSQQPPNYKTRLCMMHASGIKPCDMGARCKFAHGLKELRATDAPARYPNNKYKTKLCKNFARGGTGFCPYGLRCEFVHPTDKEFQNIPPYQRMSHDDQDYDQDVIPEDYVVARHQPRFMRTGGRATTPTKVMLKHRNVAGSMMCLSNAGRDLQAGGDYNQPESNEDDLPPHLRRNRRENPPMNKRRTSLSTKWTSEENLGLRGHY
Active calls of the source: *.

molecule	MEX-5 binding
O=C(Nc1ccc(Nc2ccncc2)cc1)c1ccc(Nc2ccnc3ccc([N+](=O)[O-])cc23)cc1	1.3
CC(C)CSc1nc2c(c(=O)[nH]c(=O)n2C)n1CC(O)COc1cccc2ccccc12 (stereo not drawn)	0.0
O=c1c(Cl)c(Cl)cnn1-c1ccccc1	0.6
C[N+](C)(C)C(Cc1c[nH]c2ccccc12)C(=O)[O-] (stereo not drawn)	-3.7
CN(C)c1ccc(N=Nc2ccccc2C(=O)OCC(=O)Nc2ccccc2C(F)(F)F)cc1	0.0
S=C(NCc1cccs1)NCC1CCCO1 (stereo not drawn)	0.8
COc1ccc(C(=O)N2N=C(c3ccccc3)CC2(O)C(F)(F)F)cc1 (stereo not drawn)	3.1
COc1ccc(OCC(=O)Nc2ccc(NC(=O)c3ccco3)c(C)c2)cc1	0.1
CS(=O)(=O)N1CCN(c2ccc(NC(=O)c3ccc([N+](=O)[O-])o3)cc2)CC1	1.6
Cc1csc(SCc2nc3sc4c(c3c(=O)[nH]2)CCC4)n1	0.2
Cc1ccc(NS(=O)(=O)c2ccc(NC(=O)C3CC3)cc2)cc1C	-2.1
Cc1cccc(NC(=O)CSc2nnnn2C2CCCC2)c1	-0.3
Cc1ccc(N2C(=O)CC(N3CCN(C)CC3)C2=O)cc1 (stereo not drawn)	0.3
O=C(N/N=C/c1ccc[nH]1)c1c[nH]c2ccccc12	-1.2
CC1CC(C)C[N+](=C2C=C(N3CCCC3)CC(C)(C)C2)C1 (stereo not drawn)	3.8
CCn1c(=S)[nH]c2scc(-c3cccs3)c2c1=O	-0.8
Cc1cc(C)nc(SCSc2nc(C)cc(C)n2)n1	1.3
N/C(=N\OC(=O)COc1ccc([N+](=O)[O-])cc1)c1ccc(Br)cc1	0.2
CCC(C(=O)NC1CCCCC1)N(CC1CCCO1)C(=O)CNS(=O)(=O)c1ccc(OC)cc1 (stereo not drawn)	0.4
COc1ccccc1CN1CCNC(=O)C1CC(=O)N(C)Cc1cnccn1 (stereo not drawn)	-3.1
Cc1ccc(C(=O)COC(=O)CN2C(=O)C3C4CCC(C4)C3C2=O)cc1C (stereo not drawn)	0.8
Nc1nc2ccc(Oc3ccccc3)cc2s1	0.7
O=c1cc(CN2CCN(Cc3ccccc3)CC2)c2cc(Cl)ccc2o1	-0.5
COc1cccc(CNC(=O)CNC(=S)N(Cc2ccccc2)Cc2ccccc2F)c1	0.3
Cc1cc(C(=O)CCl)c(C)n1-c1ccon1	1.6
CCn1ncc(Br)c1C(=O)Nc1cc(C)on1	-0.8
COC(=O)c1[nH]c2cc(OC)ccc2c1NC(=O)CN1CCOCC1	-1.7
O=[N+]([O-])c1ccc(Sc2cccc[n+]2[O-])c2nonc12	-18
Cc1ccc2c(c1)CC1(CN2C)C(=O)OC(C)(C)OC1=O	-1.3
O=C(COc1nc2ccccc2nc1N1CCOCC1)N1CCc2ccccc21	-4.3
CCCC(c1nnnn1C(C)(C)CC)N(Cc1ccco1)Cc1cc2ccc(OC)cc2[nH]c1=O (stereo not drawn)	5.1
COc1ccc(CNc2ncc(-c3ccc(Br)cc3)n2C)cc1OC	-1.1
CCOC(=O)N1CCN(c2nc3c(c(=O)[nH]c(=O)n3C)n2Cc2ccccc2Cl)CC1	1.3
CC(C)CN1CN(S(=O)(=O)c2cccs2)c2nc3ccccc3nc21	2.0
COc1ccc(N2CCN(C(c3ccccc3OC)c3nnnn3C3CCCC3)CC2)cc1 (stereo not drawn)	-0.5
O=c1oc(Nc2ccccc2Cl)nc2ccccc12	2.6
COC(C[C@@H]1O[C@H]1[C@@H](O)COCc1ccccc1)OC	1.0
Cc1ccc(S(=O)(=O)N(CC(=O)NCc2ccccc2)C(=O)N2CCN(C)CC2)cc1	-1.0
O=C(O)c1ccccc1NS(=O)(=O)c1ccc(NNC(=S)Nc2ccc(OC(F)F)cc2)c([N+](=O)[O-])c1	-42*
Cc1ccc(/C=C/C(=O)NCc2ccc(S(N)(=O)=O)cc2)o1	-14
COC(=O)c1nc(NC(=O)c2ccc(C(C)(C)C)cc2)n[nH]1	-1.4
CCCN1C(=O)/C(=C/c2ccc(OCC(=O)OCC)cc2)NC1=S	0.5
O=C(CC12CC3CC(C1)CC(CC(=O)NC1=NCCS1)(C3)C2)NC1=NCCS1	2.6
Cc1ccc2cc(C#N)c(SCC(=O)Nc3ccc4sc(C)nc4c3)nc2c1	-0.7
O=c1[nH]c(-c2ccccn2)nc2sc(-c3ccccc3)cc12	1.2
CCn1cc(C(=O)NCc2ccccn2)c(=O)c2cc(S(=O)(=O)N3CCCCC3)ccc21	-72*
c1ccc(-n2ncc3c2ncn2c(C4CCCCC4)nnc32)cc1	0.4
COc1ccccc1CNc1nc(C)c(C(=O)N(C)C)s1	0.8
S=C(Nc1ccc(Br)cc1)N1CCn2cccc2C1c1cccnc1 (stereo not drawn)	-1.6
CCOc1ccc(NC(=O)CNC(=O)Cc2ccccc2)cc1	-2.2
Cc1ccc(OCC(=O)N/N=C/c2ccc3c(c2)OCO3)cc1C	0.2
C=CC(=O)N1C/C=C\C(c2ccc(OC)cc2)N(Cc2ccc(F)cc2)C(=O)C1 (stereo not drawn)	0.6
COc1ccccc1N(C(=O)CNS(=O)(=O)c1ccccc1)C(C(=O)NCc1ccco1)C(C)C (stereo not drawn)	2.8
O=c1/c(=C\c2cccnc2)sc2nc3ccccc3n12	-2.2
Cc1ccc(NC(=O)CN2C(=O)N/C(=C\c3cccn3-c3cccc(C(=O)O)c3)C2=O)cc1	-1.0
O=c1nc2n(c3c1oc1ccccc13)Cc1ccccc1-2	-10
Cc1ccc(S(=O)(=O)N[C@H](C(=O)N2CCC(C(=O)N3CCC[C@H]3C(=O)O)CC2)C(C)C)cc1	-1.1
CCOc1ccc(N(CC(=O)NC2CCCCC2)C(=O)Cn2nnc(-c3ccc(C)o3)n2)cc1	1.2
Cc1c(CNCCc2ccc(Cl)cc2)c(C(=O)O)c(C)n1-c1ccccc1	1.3
CCn1cc(/C=C(\NC(=O)c2ccccc2)C(=O)N2CCOCC2)c2ccccc21	1.9

Later entries:
molecule	MEX-5 binding
CCN(CC)c1ccc(-c2nn3c(-c4cccnc4)nnc3s2)cc1	2.2
CCCSc1nc2sc3c(c2c(=O)n1-c1ccc(OC)cc1)CCN(C)C3	0.5
O=[N+]([O-])c1cc([N+](=O)[O-])c2oc(-c3ccccc3)c(Br)c2c1O	-1.4
CCOc1nc(C#N)nc(N2CCCCC2)n1	-0.7
COc1cccc(N(C(=O)Cn2nnc3ccccc32)C(C(=O)NCc2ccco2)c2cccnc2)c1 (stereo not drawn)	0.3
Cc1ccc(C2=NOC(=O)/C2=C\C=C\c2ccccc2)cc1	0.9
S=C1SCN(Cc2ccccc2)CN1Cc1ccccc1	4.1
COC(C[C@H](O)CC(=O)[C@H](C)OCc1ccccc1)OC	-3.2
Cc1cccn2c(CNCCc3ccco3)c(C(=O)N3CCOCC3)nc12	-0.2
CCN(CC)Cc1c(O)c(Cl)cc2c(C)cc(=O)oc12	-1.8
CCCCSc1nc2sc3c(c2c(=O)n1-c1ccc(OC)cc1)CCN(C)C3	-3.8
Cc1cccc(NC(=O)/C(C#N)=C/c2ccccc2O)n1	-5.0
O=C(Nc1ccnn1C1CCN(CC2CC=CCC2)CC1)c1ccccc1 (stereo not drawn)	-27*
CCCc1nc(SCC(=O)Nc2cc(Cl)ccc2OC)c2c(=O)n(C)c(=O)n(C)c2n1	0.9
COc1cc(S(=O)(=O)N(C)C2CCCCC2)c(C)cc1C	-0.6
CCOC(=O)c1ccc(C(=S)N2CCCC2)cc1	-2.2
Cn1c(=O)c([N+](=O)[O-])c(Cl)c2ccccc21	0.0
Cn1c(O)c(C=Nc2ccc(N3CCOCC3)cc2)c(=O)n(C)c1=S	-27*
O=S(=O)(c1ccc(Cl)c(Cl)c1)N1CCc2nc3ccccc3n2CC1	1.2
C=CCOC(=O)C1=C(C)Nc2[nH]c(=O)[nH]c(=O)c2C1c1cccc(OC)c1 (stereo not drawn)	-0.6
CCCCc1c(C)c(C#N)c2nc3ccccc3n2c1NCCN(C)C	-1.2
COc1ccc(CCNC(=O)COc2ccc(N(C)S(=O)(=O)c3ccc(Cl)cc3)cc2)cc1	-1.8
c1ccc(CC2CCN(c3ncnc4sccc34)CC2)cc1	1.2
NC(=O)c1cc2ccc(O)cc2oc1=Nc1ccccc1	-1.0
Cc1cccn2c(=O)c3cc(C#N)c(=N)n(CCN4CCOCC4)c3nc12	-1.2
C=CCN1C(=O)/C(=C/c2ccc(N(C)C)cc2)S/C1=N\c1nnc(CC)s1	-10
COc1ccc(CCNC(=O)C2CCC(=O)N(CC3CCCCC3)C2)cc1 (stereo not drawn)	-2.2
Cc1oc(-c2ccc(F)cc2)nc1CN1CCCC(C(=O)N2CCOCC2)C1 (stereo not drawn)	0.1
O=C(O)CCCCn1c(SCc2ccccc2Cl)nc2ccsc2c1=O	-1.8
CC(C)c1ccc(S(=O)(=O)N2CCN(CCC(=O)Nc3ccc(N(C)C)cc3)CC2)cc1	2.0

Another view of two compounds above:
MEX-5 binding,Structure
0.9,Cc1ccc(C2=NOC(=O)/C2=C\C=C\c2ccccc2)cc1
4.1,S=C1SCN(Cc2ccccc2)CN1Cc1ccccc1

Arranged by value in MEX-5 binding (smallest number first): three from the list above
SMILES	MEX-5 binding
O=C(Nc1ccnn1C1CCN(CC2CC=CCC2)CC1)c1ccccc1 (stereo not drawn)	-27*
CCCCSc1nc2sc3c(c2c(=O)n1-c1ccc(OC)cc1)CCN(C)C3	-3.8
Cc1oc(-c2ccc(F)cc2)nc1CN1CCCC(C(=O)N2CCOCC2)C1 (stereo not drawn)	0.1

(cont.)
molecule	MEX-5 binding
CC(=O)Nc1ccc(C(=O)Nc2cccc(-c3cnc4ccccc4n3)c2)cc1	-2.9
COc1ccccc1NS(=O)(=O)c1ccc2c(c1)OCCO2	-1.5
COc1ccc(CCN2CC(C(=O)NCc3cc(C)on3)CCC2=O)cc1 (stereo not drawn)	1.5
COc1ccc(/C=N/NC(=O)c2cccc(C(=O)N/N=C/c3ccc(OC)c(OC)c3)n2)cc1OC	-2.0
COc1ccc(CNc2ncnc3cc(Cl)ccc23)cc1OC	-2.1
C=CCn1c(=O)c2ccccc2n2c(SCC(=O)N(C)C)nnc12	-2.4
Oc1cccc(/C=N/Nc2cccc3cccnc23)c1	0.4
Cc1ccc(NC(=O)Nc2ccc(Cl)cn2)cc1	1.7
O=C(CCC1CCCCC1)Nc1nnc(C(F)(F)F)s1	0.5
COc1ccc(C(=O)Nc2cccc(/C(C)=N\NC(=O)c3ccoc3C)c2)cc1OC	-1.8
O=C(Nc1ccc(N2CCN(C(=O)c3ccccc3)CC2)cc1)c1ccc([N+](=O)[O-])o1	-1.2
Cc1ccc(/C=N/n2c(-c3ccncc3)n[nH]c2=S)cc1	-0.9
O=C(CCc1nnc(Cc2ccc3c(c2)OCO3)o1)NCc1nc2ccccc2s1	1.9
O=C(Nc1ccccc1)C1=C(c2ccccc2)S(=O)(=O)CCS1(=O)=O	-2.4
O=C(Nc1ccc(NC(=O)C2CCCCC2)nc1)c1cccc(F)c1	-0.5
COc1ccc(C(=O)NCCCn2cccn2)cc1OC1CCN(C(C)=O)CC1	0.3
Cc1cccc(OCc2nc(C)cc(=O)[nH]2)c1	2.5
O=C(O)CCCN1C(=O)/C(=C/c2cn(-c3ccccc3)nc2-c2cccs2)SC1=S	-6.7
COc1cc(O)c(C(CC(=O)N2CCCCC2)c2ccc(N(C)C)cc2)c(OC)c1 (stereo not drawn)	3.9
CN1\C(=C/C=C/C=C/C=[N+](C)C)C(C)(C)c2ccccc21	18
CCOCCCN(C(=O)c1ccco1)C(C(=O)NC1CCCC1)c1cccc(OC)c1OC (stereo not drawn)	-1.1
COc1cc2c(=O)n(Cc3ccccc3)c(=O)n(CC(=O)NCc3ccco3)c2cc1OC	2.7
CCN(CC)Cc1cc2[nH]c3c4ccc(Cl)cc4ncc3c2cc1OC	7.0
O=C(Cn1cccn1)N1CCCC(N2CCN(c3cccc(C(F)(F)F)c3)CC2)C1 (stereo not drawn)	0.7
Cn1ccc(C(=O)OCC(=O)Nc2ccccc2Cl)n1	-1.9
COc1ccc(-n2c(C)nn(CC3CC3)c2=O)cc1	-2.2
CN1CCN(Cc2nc3c(c(=O)n(C)c(=O)n3C)n2Cc2cccc3ccccc23)CC1	0.5
Cn1c(=O)c2c(nc(SCc3nn[nH]n3)n2Cc2ccccc2F)n(C)c1=O	-7.0
O=C(Oc1ccccc1)c1cccc2cccc(C(=O)Oc3ccccc3)c12	-1.4
O=C(O)COc1ccc(/C=N/NC(=O)c2ccc(-c3csc(Nc4ccc(Cl)cc4)n3)cc2)cc1	0.3
O=C(O)C[C@H](O)C[C@H](O)/C=C/c1c(C2CC2)nc2ccccc2c1-c1ccc(F)cc1	0.3
O=C1c2cccc3c([N+](=O)[O-])ccc(c23)C(=O)N1Cc1cccnc1	-15
CCOc1ncccc1C(=O)N1CCN(c2cccc(C)c2C)CC1	-1.4
CC(C)N(Cc1nc(-c2ccc(Cl)cc2)no1)C(=O)CCCN1C(=O)c2ccccc2C1=O	-1.5
C=CCn1c(N)c(C(=O)OCC(C)C)c2nc3ccccc3nc21	-2.9
CCc1sc(C(=O)Nc2nc(C)cs2)cc1C	2.2

3 structures from above, sorted by molecular weight, falling:
molecule	MEX-5 binding
CCOc1ncccc1C(=O)N1CCN(c2cccc(C)c2C)CC1	-1.4
O=C1c2cccc3c([N+](=O)[O-])ccc(c23)C(=O)N1Cc1cccnc1	-15
C=CCn1c(N)c(C(=O)OCC(C)C)c2nc3ccccc3nc21	-2.9

The list is partial; rates above refer to the full screens.
